Screening data from PubChem BioAssay.
KCNH2 3.1 block: qHTS for Inhibitors of KCHN2 3.1: Mutant qHTS; activity change, % (tested at about 1.8 µM); Potassium voltage-gated channel subfamily H member 2, brain isoform KCNH2 3.1 (human); AID 720553, 2013; U2OS KCNH2 3.1, thallium flux FluxOr; hits give low values; 340,000 tested, 0.95% active;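 active = maximum activity change below -70%; inconclusive = maximum activity change from -70% to -50%; inactive = maximum activity change above -50%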;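 note: thallium influx rate constant from kinetic fluorescence after stimulation buffer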
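Virally transduced U2OS (3.1 isoform, 4 h infection in dark at RT) → overnight 37 C → FluxOr + Red40 in HBSS/HEPES, 45 min → stimulation buffer, 2 min kinetic read → rate constant vs DMSO controls.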
KCNH2 WT inh: qHTS for Inhibitors of KCHN2 3.1: Wildtype qHTS; Voltage-gated inwardly rectifying potassium channel KCNH2 (Homo sapiens), Q12809; U2OS, BacMam KCNH2, thallium flux FluxOr; hits give low values; activity change, % at 1.84 µM; 340,000 tested, 0.37% active; AID 720551, 2013;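 active = maximum activity change below -70%; inconclusive = maximum activity change between -70% and -50%; inactive = maximum activity change above -50%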
Target sequence (Q12809 whole entry, looked up): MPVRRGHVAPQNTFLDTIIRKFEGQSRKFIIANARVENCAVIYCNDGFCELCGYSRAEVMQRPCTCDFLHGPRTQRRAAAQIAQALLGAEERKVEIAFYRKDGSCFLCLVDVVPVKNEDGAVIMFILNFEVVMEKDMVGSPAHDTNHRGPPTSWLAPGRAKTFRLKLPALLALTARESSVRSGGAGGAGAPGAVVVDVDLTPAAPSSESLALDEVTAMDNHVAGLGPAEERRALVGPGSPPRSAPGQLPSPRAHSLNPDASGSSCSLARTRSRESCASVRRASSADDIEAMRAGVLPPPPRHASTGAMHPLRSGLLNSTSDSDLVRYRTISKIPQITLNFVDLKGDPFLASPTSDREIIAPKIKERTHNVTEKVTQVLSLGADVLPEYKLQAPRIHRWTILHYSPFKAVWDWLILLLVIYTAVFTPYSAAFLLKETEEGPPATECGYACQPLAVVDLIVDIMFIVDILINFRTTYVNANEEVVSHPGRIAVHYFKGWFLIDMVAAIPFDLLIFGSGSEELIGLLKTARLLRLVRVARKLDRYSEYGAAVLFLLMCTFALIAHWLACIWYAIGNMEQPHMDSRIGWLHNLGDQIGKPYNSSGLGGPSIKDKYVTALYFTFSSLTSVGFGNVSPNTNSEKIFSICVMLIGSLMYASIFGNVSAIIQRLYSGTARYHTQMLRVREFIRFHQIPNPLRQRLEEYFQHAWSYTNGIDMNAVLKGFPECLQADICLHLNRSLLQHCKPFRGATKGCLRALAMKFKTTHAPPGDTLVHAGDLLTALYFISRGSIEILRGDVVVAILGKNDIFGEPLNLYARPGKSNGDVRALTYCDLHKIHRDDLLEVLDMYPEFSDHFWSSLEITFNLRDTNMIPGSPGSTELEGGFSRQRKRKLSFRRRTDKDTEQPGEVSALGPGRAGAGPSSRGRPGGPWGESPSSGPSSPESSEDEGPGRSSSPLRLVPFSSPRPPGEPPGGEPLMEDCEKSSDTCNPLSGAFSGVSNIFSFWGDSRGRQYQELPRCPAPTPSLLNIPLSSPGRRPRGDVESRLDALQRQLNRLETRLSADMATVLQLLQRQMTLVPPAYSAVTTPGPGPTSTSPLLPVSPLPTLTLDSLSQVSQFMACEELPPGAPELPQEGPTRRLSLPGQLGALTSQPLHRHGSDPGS
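U2OS cells were transduced with wild-type KCNH2 virus (2.03 x 10^8 / mL) for 4 h at room temperature, then cultured overnight at 37 C. Thallium flux was read with FluxOr dye. Rate constants were normalized to DMSO controls.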
Starred values were filed as active, the others as inactive; ? = inconclusive. % is set by controls: 0 for no effect and ±100 for the full control effect. An excerpt (hit frequency here may not be typical).

#1 C=CCn1c(SCC(=O)Nc2ccc(Br)cc2)nc(O)cc1=O
#2 CCN(CC)C(=O)Cn1cc(S(=O)(=O)CC(=O)Nc2cccc(NC(C)=O)c2)c2ccccc21
#3 Cc1ccc2c(C)c(C(=O)NCC3CCOCC3)oc2c1C
#4 COc1cc(C(=O)NC2CC(C)CC(C)(C)C2)cc(OC)c1OC (stereo not drawn)
#5 Cc1ccc(C(=O)N[C@H](C(=O)N2CCN(c3ncccn3)CC2)C(C)C)cc1
#6 CCCN(C)C[C@@H]1Oc2ncc(Br)cc2C(=O)N([C@@H](C)CO)C[C@H]1C

Compound | 1 | 2 | 3 | 4 | 5 | 6
KCNH2 3.1 block | -47.0 | 3.0 | 2.3 | 5.1 | 5.9 | -2.6
KCNH2 WT inh | -0.6 | -8.9 | -16.7 | 1.7 | 1.1 | 5.3

#7 Cc1cc(S(=O)(=O)c2ccc(Cl)cc2)nc(S(=O)(=O)c2ccc(Cl)cc2)c1C#N
#8 O=C(OCc1cc(=O)n2ccsc2n1)C1(c2ccccc2)CC1
#9 CN(CCN1CCOCC1)C(=O)c1cc(COc2ccc(F)cc2Cl)on1
#10 COc1ccc(NC(=O)N(C)C[C@@H]2OCc3cn(nn3)CCCC(=O)N([C@@H](C)CO)C[C@H]2C)cc1
#11 CC(=O)c1ccc(N2CCN(C(=O)C(=O)c3cn(CC(=O)N4CCOCC4)c4ccccc34)CC2)cc1
#12 C[C@@H]1CN([C@@H](C)CO)S(=O)(=O)c2ccc(Br)cc2O[C@H]1CN(C)C(=O)CN(C)C

Compound | 7 | 8 | 9 | 10 | 11 | 12
KCNH2 3.1 block | -73.5* | 40.4 | -4.9 | 2.0 | -9.6 | 2.0
KCNH2 WT inh | 1.8 | -4.0 | -23.1 | 1.2 | 2.0 | -0.5

#13 Cc1cc(NS(=O)(=O)c2ccc(NC(=O)c3ccc([N+](=O)[O-])cc3)cc2)nc(C)n1
#14 CC1CCN(C(=O)COC(=O)c2ccccc2NCCO)CC1
#15 Cc1cc(C)cc(-n2nnc3ccccc3c2=O)c1
#16 Cc1c(C#N)c2n(c1C)CCCC(=O)N2
#17 C[C@@H]1CN([C@H](C)CO)S(=O)(=O)c2ccc(Br)cc2O[C@@H]1CN(C)Cc1ccc(C(=O)O)cc1
#18 COc1cc(/C=C/c2nc3ccccc3c(=O)[nH]2)ccc1O

Compound | 13 | 14 | 15 | 16 | 17 | 18
KCNH2 3.1 block | 2.7 | 5.9 | 5.0 | 3.2 | -7.3 | -5.9
KCNH2 WT inh | 4.4 | -0.3 | 4.0 | 1.8 | -4.5 | 8.9

#19 CCOC(=O)Nc1cc(OC)cc2ccc(C)nc12
#20 CNc1ccccc1C(=O)OCC(=O)N1CCc2ccccc2C1
#21 N#CCCN(C(=O)Nc1ccc(Cl)c(Cl)c1)C1CCCCC1
#22 O=C(c1ccc(CNS(=O)(=O)c2ccc(F)cc2)cc1)N1CCCCCC1
#23 COc1ccccc1S(=O)(=O)N(C)C[C@H]1Oc2cc(C#CCC3CCCC3)ccc2S(=O)(=O)N([C@H](C)CO)C[C@H]1C
#24 COc1ccc(N2C[C@H](Cc3ccccc3)[C@@H](CC(=O)Nc3ccccc3)C2=O)cc1

Compound | 19 | 20 | 21 | 22 | 23 | 24
KCNH2 3.1 block | 12.5 | 2.6 | 0.2 | -6.2 | 4.8 | 1.4
KCNH2 WT inh | -17.3 | -18.4 | 1.1 | 4.8 | -8.0 | -1.4

Arranged by length of the SMILES (descending): part of the list above
#23 COc1ccccc1S(=O)(=O)N(C)C[C@H]1Oc2cc(C#CCC3CCCC3)ccc2S(=O)(=O)N([C@H](C)CO)C[C@H]1C
#17 C[C@@H]1CN([C@H](C)CO)S(=O)(=O)c2ccc(Br)cc2O[C@@H]1CN(C)Cc1ccc(C(=O)O)cc1
#13 Cc1cc(NS(=O)(=O)c2ccc(NC(=O)c3ccc([N+](=O)[O-])cc3)cc2)nc(C)n1
#24 COc1ccc(N2C[C@H](Cc3ccccc3)[C@@H](CC(=O)Nc3ccccc3)C2=O)cc1
#18 COc1cc(/C=C/c2nc3ccccc3c(=O)[nH]2)ccc1O
#21 N#CCCN(C(=O)Nc1ccc(Cl)c(Cl)c1)C1CCCCC1
#20 CNc1ccccc1C(=O)OCC(=O)N1CCc2ccccc2C1
#14 CC1CCN(C(=O)COC(=O)c2ccccc2NCCO)CC1

Compound | 23 | 17 | 13 | 24 | 18 | 21 | 20 | 14
KCNH2 3.1 block | 4.8 | -7.3 | 2.7 | 1.4 | -5.9 | 0.2 | 2.6 | 5.9
KCNH2 WT inh | -8.0 | -4.5 | 4.4 | -1.4 | 8.9 | 1.1 | -18.4 | -0.3

#15 Cc1cc(C)cc(-n2nnc3ccccc3c2=O)c1
#19 CCOC(=O)Nc1cc(OC)cc2ccc(C)nc12
#16 Cc1c(C#N)c2n(c1C)CCCC(=O)N2

Compound | 15 | 19 | 16
KCNH2 3.1 block | 5.0 | 12.5 | 3.2
KCNH2 WT inh | 4.0 | -17.3 | 1.8

(cont.)
#25 Cc1csc(CN(C)C(=O)CC2C(=O)NCCN2Cc2ccccc2C)n1 (stereo not drawn)
#26 C[C@H]1CN([C@@H](C)CO)C(=O)CCCn2cc(nn2)CO[C@@H]1CN(C)C(=O)Nc1ccnc(N2CCOCC2)c1
#27 COC(=O)CCC(=O)N1CCC(Oc2cccc(C(=O)NCc3ccccn3)c2)CC1
#28 CCc1c(O)nc(SCC(=O)Nc2c(C)cccc2C)n(-c2ccc(F)cc2)c1=O
#29 COc1ccccc1NC(=O)N(C)C[C@H]1Oc2ncc(C#CCN(C)C)cc2C(=O)N([C@H](C)CO)C[C@H]1C
#30 COc1ccc(C(=O)NNC(=O)Cn2nc(C)cc2C)cc1S(=O)(=O)N1CCOCC1

Compound | 25 | 26 | 27 | 28 | 29 | 30
KCNH2 3.1 block | 15.8 | 14.5 | -11.4 | -0.2 | 7.4 | 31.8
KCNH2 WT inh | 0.1 | -23.9 | -8.6 | 6.5 | -0.5 | -6.9

#31 CCCCN1CC(COCc2ccccc2)Oc2cccc(OCc3ccc(OC)cc3)c2S1(=O)=O (stereo not drawn)
#32 CCCCCC(=O)N1C[C@@H](O)[C@H](n2cc(C3CC3)nn2)C[C@@H]1c1ccc(OC)cc1
#33 COc1cc(OC)c(C(=O)c2ccccc2[N+](=O)[O-])c(OC)c1
#34 COc1cccc(-c2nc(CN3CCN(C(=O)c4ccco4)CC3)c(C)o2)c1OC
#35 CC1=C(C(=O)N2CCOCC2)CC(CC(=O)NCc2cccs2)C(=O)N1Cc1ccc(C(C)(C)C)cc1 (stereo not drawn)
#36 CCOc1ccccc1C(=O)NCC(=O)N(C)CC(=O)Nc1ccc(N2CCOCC2)cc1

Compound | 31 | 32 | 33 | 34 | 35 | 36
KCNH2 3.1 block | -13.8 | -7.6 | 7.9 | -89.8* | -10.5 | 2.8
KCNH2 WT inh | 4.2 | -5.7 | 0.0 | -2.3 | 6.7 | -1.3

#37 CCN1C(=O)[C@H]2[C@@H](c3ccc(C)cc3)N[C@]3(CCCN(Cc4ccc(C)cc4)C3=O)[C@H]2C1=O
#38 COc1cccc(S(=O)(=O)N(C)C[C@@H]2Oc3cc(Br)ccc3S(=O)(=O)N([C@@H](C)CO)C[C@@H]2C)c1
#39 CCN(CC)C(=O)C1=C(C)N(CCC2=CCCCC2)C(=O)C(CC(=O)NCc2ccco2)C1 (stereo not drawn)
#40 COc1ccc(CN2C(=O)C(CC(=O)NC(c3ccccc3)c3ccccc3)CC(C(=O)N(C(C)C)C(C)C)=C2C)cc1 (stereo not drawn)
#41 Cc1ccccc1-c1cnc2c(c1)C(=O)N([C@@H](C)CO)C[C@@H](C)[C@H](CN(C)Cc1ccccc1F)O2
#42 O=C(COC(=O)Cc1ccc(Br)cc1)NCc1ccccc1

Compound | 37 | 38 | 39 | 40 | 41 | 42
KCNH2 3.1 block | 22.9 | 2.4 | 1.2 | 15.3 | -11.9 | -8.6
KCNH2 WT inh | 15.4 | -12.5 | 0.8 | -28.5 | 14.1 | 6.2

#43 COC(=O)c1cccc(-n2c(C)cc(/C=C3\SC(=O)NC3=O)c2C)c1
#44 O=C(CN(c1ccccc1Cl)S(=O)(=O)c1ccccc1)NC1CC2CCC1C2 (stereo not drawn)
#45 CCOc1ccccc1C(=O)NC(C(=O)OCn1nnc2ccccc2c1=O)C(C)C (stereo not drawn)
#46 CCC(C)c1ccc(O)c(NC(=S)NC(=O)c2cccs2)c1 (stereo not drawn)
#47 COC(=O)C1=C/C=C\CN(C(c2ccccc2)c2ccccc2)/C=C\1C(=O)OC
#48 O=C(CSc1ccccn1)NC1CCCc2c1cnn2-c1ccccc1F (stereo not drawn)

Compound | 43 | 44 | 45 | 46 | 47 | 48
KCNH2 3.1 block | 12.5 | 9.2 | -7.4 | 6.2 | -9.9 | 8.8
KCNH2 WT inh | 9.5 | -23.6 | -19.2 | 7.9 | -2.4 | 13.4

#49 COc1ccc(CN(C(C)=O)c2cc(C)c([N+](=O)[O-])cc2OC)cc1OC
#50 COCC1CCN(Cc2c(C(=O)N3CCOCC3)nc3c(C)cccn23)C1 (stereo not drawn)
#51 O=C1Nc2cc(C(=O)N3CCOCC3)ccc2S/C1=C/c1ccccc1F
#52 COc1ccccc1N(CC(=O)N1CCN(Cc2ccccc2)CC1)S(=O)(=O)c1ccccc1
#53 CNC(=O)C[C@H]1C(=O)N(c2ccc(OC)cc2)C[C@@H]1Cc1ccccc1
#54 C[C@H]1CN([C@@H](C)CO)C(=O)CCCn2cc(nn2)CO[C@@H]1CN(C)C(=O)Nc1ccccc1F

Compound | 49 | 50 | 51 | 52 | 53 | 54
KCNH2 3.1 block | 4.7 | 1.3 | 2.4 | 3.0 | 6.6 | 11.0
KCNH2 WT inh | 4.3 | 0.2 | -1.3 | -6.8 | 0.1 | -17.2

#55 Cc1ccc(NC(=O)COC(=O)Cc2c[nH]c3ccccc23)cc1
#56 O=C(c1cccs1)N1C[C@H](O)[C@@H](n2cc(-c3ccc(F)cc3)nn2)C[C@@H]1c1ccccc1
#57 CC(=O)N1CC2(CC(c3ccccc3F)=NO2)CN1c1ccc(Cl)cc1 (stereo not drawn)
#58 COc1cc(NC(=O)CSc2nc3[nH]ncc3c(=O)n2-c2ccccc2)cc(OC)c1OC
#59 CN1CCN(c2ccc3sc(-n4ccc5ccccc54)nc3c2)CC1
#60 CC(NC(=O)c1ccc2nc(Cc3cccc(Cl)c3)oc2c1)c1ccncn1 (stereo not drawn)

Compound | 55 | 56 | 57 | 58 | 59 | 60
KCNH2 3.1 block | 3.1 | -4.7 | 34.4 | -2.7 | -38.5 | -5.7
KCNH2 WT inh | -3.8 | 8.3 | -17.5 | 2.2 | 15.4 | -4.3

#61 CCOc1ccc(S(=O)(=O)N2CCCC2)c2ccccc12
#62 Cc1ccc(CNS(=O)(=O)c2ccc(Cl)s2)cc1
#63 CC1(C)CC(Cc2ccc(Cl)nc2)N(C(=O)OC(C)(C)C)C1 (stereo not drawn)
#64 CC1(C)CC(=O)C=C(c2ccc(-c3ccc(OC(F)(F)F)cc3)cc2)C1=O
#65 Cc1ccnc(NC(=O)CCNC(=O)c2ccc(Br)cc2)c1
#66 C[C@H]1CN([C@@H](C)CO)C(=O)CCCn2nncc2CO[C@@H]1CN(C)S(=O)(=O)c1cccc(F)c1

Compound | 61 | 62 | 63 | 64 | 65 | 66
KCNH2 3.1 block | 12.4 | 4.0 | -5.4 | ? | 1.5 | 6.2
KCNH2 WT inh | -1.4 | -4.2 | 6.2 | -9.3 | 0.3 | -8.3

#67 C[C@@H]1c2ccccc2N2C[C@H](Cc3ccc(C(=O)c4ccccc4)cc3)C[C@@H]12
#68 O=C(CCCN1C(=O)c2cccc3cccc(c23)C1=O)OCC(=O)N1CCCCC1
#69 O=C(NNC(=S)Nc1cccc(C(F)(F)F)c1)c1ccncc1
#70 C[C@@H]1CN([C@@H](C)CO)C(=O)CCCn2nncc2CO[C@@H]1CN(C)C(=O)c1ccc(N2CCN(C)CC2)cc1
#71 CC1=CC(=O)Nc2ncccc2O1
#72 CCCCN1C[C@H](C)[C@@H](CC(=O)Nc2ccc(OC)cc2)C1=O

Compound | 67 | 68 | 69 | 70 | 71 | 72
KCNH2 3.1 block | -0.9 | 9.9 | 13.8 | 15.5 | 2.7 | 4.8
KCNH2 WT inh | -9.6 | 4.3 | 2.0 | -42.2 | -4.5 | -2.2

#73 O=S(=O)(O)Sc1ccccc1
#74 C[C@H](CO)N1C[C@H](C)[C@H](CN(C)Cc2cccc(O)c2)OCc2ccccc2-c2c(n(C)c3ccccc23)C1=O
#75 CCN(C(=O)Nc1cccc2ccccc12)c1ccccc1
#76 COc1ccc(CN2C(=O)C(CC(=O)NCCCCc3ccccc3)CC(C(=O)N(C)C)=C2C)cc1 (stereo not drawn)
#77 N#Cc1ccc(OCC(=O)OCC(=O)N2CCc3ccccc32)cc1
#78 CCOC(=O)C1=C(COC(=O)Cc2ccccc2[N+](=O)[O-])NC(=O)NC1C (stereo not drawn)
#79 O=C1C2C3C=CC(CC3)C2C(=O)N1c1ccc(Br)cc1 (stereo not drawn)
#80 Brc1ccc(-c2nc3c4ccccc4ccn3c2Cc2ccccc2)cc1
#81 CCCCCC(=O)N1C[C@H](O)[C@@H](n2cc(-c3ccc(F)cc3)nn2)C[C@@H]1c1ccccc1

Compound | 73 | 74 | 75 | 76 | 77 | 78 | 79 | 80 | 81
KCNH2 3.1 block | 8.7 | 41.2 | 12.6 | -7.6 | -2.9 | 7.7 | -9.8 | -6.3 | 17.4
KCNH2 WT inh | -7.6 | -27.4 | -10.4 | -0.8 | 14.8 | 15.5 | 7.5 | -4.8 | -9.3
